NALP1 inh: inhibitors of NALP1 inflammasome in yeast; 0.61% of 280,000 active; inhibition, % at 10 µM; S. cerevisiae NALP1/ASC/caspase-1 growth, X-gal OD620, 72 h; in the data active = inhibition mostly above about 24%, no sharp cut-off; inactive = mostly below about 32%; also: some compounds called inactive have numbers as strong as hits
PfM18AAP inh: PfM18AAP enzyme inhibition | inhibition, % at 7.35 µM | 1.2% of 290,000 active | AID 1822 | recombinant PfM18AAP, H-Glu-NHMec fluorogenic cleavage;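 active = inhibition above the campaign mean inhibition over all tested compounds plus 3 SD, cut at about 28% in these data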;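 also: 0% = plate median of test compound wells and 100% = 2 mM ZnCl2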
IDE cell inh: inhibits human insulin-degrading enzyme in HEK cells; FAbetaB cleavage, fluorescence polarization; 0.41% of 320,000 active; P14735; inhibition, % at 5.59 µM;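 active = percent inhibition above the average of all tested compounds plus 3 SD, set per screening campaign, cut at about 16% in these data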;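 also: IDE supplied by intact live HEK cells; FP after avidin binding of uncleaved biotin substrate so inhibition keeps polarization high; 0% = DMSO wells and 100% = 60 µM reference IDE inhibitor Ii1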
Target sequence (P14735 whole entry, looked up): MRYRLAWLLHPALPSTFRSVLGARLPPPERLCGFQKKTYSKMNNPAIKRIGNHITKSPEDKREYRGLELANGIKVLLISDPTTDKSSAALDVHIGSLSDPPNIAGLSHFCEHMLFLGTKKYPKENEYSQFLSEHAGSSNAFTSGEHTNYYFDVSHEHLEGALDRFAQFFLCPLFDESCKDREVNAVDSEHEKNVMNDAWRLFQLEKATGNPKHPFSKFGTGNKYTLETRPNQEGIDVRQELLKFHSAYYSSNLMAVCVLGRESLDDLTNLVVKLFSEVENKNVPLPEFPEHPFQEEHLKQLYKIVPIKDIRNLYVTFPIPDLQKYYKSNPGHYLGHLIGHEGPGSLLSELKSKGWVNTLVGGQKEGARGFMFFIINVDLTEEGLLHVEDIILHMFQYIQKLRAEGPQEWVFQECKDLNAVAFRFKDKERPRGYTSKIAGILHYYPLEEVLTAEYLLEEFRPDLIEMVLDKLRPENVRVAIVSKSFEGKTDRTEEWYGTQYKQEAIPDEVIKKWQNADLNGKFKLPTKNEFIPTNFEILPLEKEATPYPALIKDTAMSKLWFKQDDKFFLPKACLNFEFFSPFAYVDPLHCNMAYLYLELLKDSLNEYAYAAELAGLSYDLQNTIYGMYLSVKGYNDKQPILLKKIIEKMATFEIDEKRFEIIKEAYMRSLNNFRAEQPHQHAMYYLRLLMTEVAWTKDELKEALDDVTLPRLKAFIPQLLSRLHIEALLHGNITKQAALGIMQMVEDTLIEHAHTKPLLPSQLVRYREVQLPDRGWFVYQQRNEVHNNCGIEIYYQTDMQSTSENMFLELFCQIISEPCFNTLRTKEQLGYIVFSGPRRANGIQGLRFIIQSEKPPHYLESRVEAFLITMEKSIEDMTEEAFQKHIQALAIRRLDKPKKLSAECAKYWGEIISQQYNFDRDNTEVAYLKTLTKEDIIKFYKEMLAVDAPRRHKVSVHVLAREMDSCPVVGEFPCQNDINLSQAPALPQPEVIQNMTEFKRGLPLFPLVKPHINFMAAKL
pCIP destab: p/CIP protein destabilization. Q05BA5. F442A p/CIP-EGFP cells, EGFP fluorescence, 16 h. decrease of EGFP signal, % at 10 µM. 0.01% of 290,000 active;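 active = EGFP signal decrease of at least 30% at 10 µM or well 3 SD below plate mean, unless failing retest; inactive = the rest, including hits failing retest or dose response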; also: some compounds called inactive have numbers as strong as hits; many of its hits are not listed in these tables
IDE cell activ: IDE (human) activation, cell-based. AID 493087. P14735. activation, % at 5.96 µM. 0.073% of 340,000 active. HEK cells, FAbeta-B cleavage, fluorescence polarization; 0% vehicle, 100% cell-free pure enzyme wells;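 active = activation above the mean of all tested compounds plus 3 SD, set per screening campaign, cut at about 17% in these data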
PHOSPHO1 inh: inhibitors of human PHOSPHO1 phosphatase; 1.1% of 290,000 active; recombinant PHOSPHO1, absorbance phosphatase assay; Q8TCT1; inhibition, % at 13.3 µM; AID 1565; in the data active = inhibition above about 60%
GPR7 antag: antagonists of human GPR7 (neuropeptides B/W receptor 1); P48145; AID 1861; 1.1% of 290,000 active; GPR7-expressing cells, fluorescence antagonist assay; inhibition, % at 4.4 µM; in the data active = inhibition above about 16%, passing the limit was not always enough;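 also: cells stimulated with the agonist NPW; 0% = agonist with vehicle and 100% = vehicle without agonist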
VIM-2 inh: blocks Pseudomonas aeruginosa VIM-2 metallo-beta-lactamase | purified VIM-2, nitrocefin hydrolysis, epi-absorbance fluorescence | inhibition, % at 5.6 µM | 0.89% of 290,000 active;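 active = inhibition above the mean of all tested compounds plus 3 SD, cutoff set per screening run, cut at about 7.5% in these data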;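 also: red hydrolysis product quenches plate fluorescence so inhibitors raise well fluorescence; 0% = enzyme with DMSO and 100% = DMSO without enzyme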
IMP-1 inhibitor: inhibitors of Pseudomonas aeruginosa IMP-1 metallo-beta-lactamase; purified IMP-1, nitrocefin hydrolysis, epi-absorbance fluorescence; inhibition, % at 5.6 µM; 0.45% of 290,000 active; AID 1556;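 active = inhibition above the mean plus 3 SD of all compounds in the same screening run, cut at about 4.5% in these data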;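 also: 0% = IMP-1 with DMSO and 100% = DMSO wells lacking enzyme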
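System – purified recombinant IMP-1 beta-lactamase · Input – IMP-1 dispensed at 0.2 nM · Timing – 15 min preincubation plus 25 min reaction at 25 °C · Signal – Epi-absorbance fluorescence, 480 nm excitation, 530 nm emission · Measure – percent IMP-1 inhibition derived from blank-referenced optical density · Controls – Enzyme-plus-DMSO low control, enzyme-free DMSO high control · Replication – singlicate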
* = called active by the depositor; . = not tested or not shown.

Second line of a record: NALP1 inh	PfM18AAP inh	IDE cell inh	pCIP destab	IDE cell activ	PHOSPHO1 inh	GPR7 antag	VIM-2 inh	IMP-1 inhibitor
> CCSc1nnc(NC(=O)c2cc(-c3ccccc3O)n[nH]2)s1
    .	5	4	7	4	23	-8	-3.8	-1.8
> COC(=O)c1ccccc1NCCO
    15	-4	0	3	4	10	-8	0.2	-2.3
> COc1ccc(C2=NN3C(=O)c4c(ccc(OC)c4OC)C3C2)cc1 (stereo not drawn)
    49	-5	1	-7	0	6	4	-1.6	-1.5
> C/C(=N\NC(=O)c1nnn(-c2nonc2N)c1-c1ccccc1)c1ccccc1O
    9	21	3	9	6	36	-3	-0.6	-0.4
> C/C(CC(=O)Nc1c(C)cc(C)cc1C)=N\NC(=O)OC(C)(C)C
    31	-6	0	-16	-2	26	-1	-1.3	-0.1
> Cc1ccc(CN2CC(C(=O)N(C)CC(=O)Nc3cccc(F)c3)CC2=O)cc1 (stereo not drawn)
    2	-1	5	1	5	-9	-16	-2.4	-3.0
> CCCC(=O)Nc1ccc(C(=O)NCCc2ccc(F)cc2)cc1
    24	2	1	-4	0	16	6	-2.3	2.5
> CC1=CC2=NC(=O)/C(=C\c3ccc(-c4ccc(Cl)cc4)o3)C(=N)N2O1
    40	-1	.	-3	.	-8	7	-3.0	0.8
> CC(=O)c1ccc(S(=O)(=O)N2CCC(NC(=O)c3ccccc3)CC2)cc1
    11	-16	.	-6	3	25	-5	0.5	-2.6
> COc1ccc2nc(SCC(=O)Nc3ccc(S(=O)(=O)N4CCCC4)cc3)c(C#N)cc2c1
    10	4	10	-20	1	-21	-4	-4.1	-2.5
> CN(CC(=O)N1CCN(c2ccc(F)cc2)CC1)S(=O)(=O)c1ccc(F)cc1
    0	-1	-3	-10	0	4	-15	-2.3	-2.0
> COc1ccccc1-c1nnc(NC(=O)C(C)Sc2nncn2C)s1 (stereo not drawn)
    8	4	-3	6	-4	-11	-4	-2.9	-2.8
> CN(CC(=O)NCCC1=CCCCC1)S(=O)(=O)c1ccc2c(c1)c(=O)n(C)c(=O)n2C
    -10	-4	2	7	-1	-19	-5	-3.0	-3.5
> CC(Oc1ccccc1)C(=O)Nc1oc(-c2ccco2)c(-c2ccco2)c1C#N (stereo not drawn)
    16	2	0	-10	-3	-7	-2	-1.7	-2.0
> COc1ccccc1-c1nnc(SCC(=O)O)n1C
    -2	4	-4	-1	1	27	-12	-2.1	-0.2
> C[C@@H]1CC[C@@]2(O[C@H](CCO)C[C@H](O)[C@H]2O)O1
    2	-3	1	-3	7	18	-17	-1.2	-0.9
> O=C(CCN1CCN(C/C=C/c2ccccc2)CC1)Nc1ccccc1
    22	-3	-1	-11	2	-22	5	-0.9	-4.6
> COC(=O)c1ccc(NC(=O)CN2CCN(S(=O)(=O)c3ccc(Br)cc3)CC2)cc1
    -9	0	-3	-6	-2	44	5	-4.7	-1.5
> Cc1ccc(NCc2nnc(SCC(N)=O)n2CC2CCCO2)c(C)c1 (stereo not drawn)
    -91	-1	1	-18	8	-1	-13	1.4	-9.7
> c1ccc(C(CN2CCOCC2)c2ccccc2)cc1
    4	-1	0	1	2	-11	3	-0.6	-2.7
> CCC(=O)Nc1cccc(NC(=O)CSc2nnc(C3CC3)n2C)c1
    22	1	2	1	-2	-5	-6	-2.5	-5.4
> Clc1ccc(Cn2ncc3c(NCc4cccnc4)ncnc32)cc1
    -6	2	8	3	-4	24	1	-3.1	-3.2
> COc1ccc(C(=O)COC(=O)CCN2C(=O)C3C4C=CC(C5CC45)C3C2=O)cc1 (stereo not drawn)
    6	4	8	-19	1	23	-6	0.0	-0.7
> NC(=O)C1CCN(C(=O)c2ccc(C(F)(F)F)cc2)CC1
    -4	2	2	-4	6	-5	-1	-4.2	-4.4
> CCOc1ccc(NC(=O)N2CC(C)OC(C)C2)cc1 (stereo not drawn)
    15	-1	.	-3	-2	-3	-2	-2.6	-2.8
> Clc1ccc(/C=C/c2nc(Cl)c(-c3ccc(Cl)cc3)c(Cl)n2)cc1
    21	-5	-2	-3	4	38	2	-2.2	-0.9
> CN(C)S(=O)(=O)c1cccc(C(=O)OCC(=O)Nc2sccc2C#N)c1
    -6	1	1	-10	8	13	-4	-0.8	1.8
> COc1ccc(CNC(=O)c2cc3c(=O)n4ccccc4nc3n(Cc3ccco3)c2=N)cc1
    .	2	.	.	.	.	-4	0.6	-7.1
> O=C1S/C(=C\C=C\c2ccco2)C(=O)N1c1ccccc1
    37	15	-3	-3	2	-5	-1	-1.9	2.6
> Cc1ccc(C(=O)NCCc2ccc(F)cc2)s1
    12	-1	-1	-8	10	11	8	-2.9	-1.5

Arranged by count of non-hydrogen atoms (highest first): some entries from above.
Second line of a record: NALP1 inh	PfM18AAP inh	IDE cell inh	pCIP destab	IDE cell activ	PHOSPHO1 inh	GPR7 antag	VIM-2 inh	IMP-1 inhibitor
> COC(=O)c1ccc(NC(=O)CN2CCN(S(=O)(=O)c3ccc(Br)cc3)CC2)cc1
    -9	0	-3	-6	-2	44	5	-4.7	-1.5
> Cc1ccc(CN2CC(C(=O)N(C)CC(=O)Nc3cccc(F)c3)CC2=O)cc1 (stereo not drawn)
    2	-1	5	1	5	-9	-16	-2.4	-3.0
> Clc1ccc(/C=C/c2nc(Cl)c(-c3ccc(Cl)cc3)c(Cl)n2)cc1
    21	-5	-2	-3	4	38	2	-2.2	-0.9

Next section:
Second line of a record: NALP1 inh	PfM18AAP inh	IDE cell inh	pCIP destab	IDE cell activ	PHOSPHO1 inh	GPR7 antag	VIM-2 inh	IMP-1 inhibitor
> CCN(CC)S(=O)(=O)c1cccc(C(=O)Nc2cc(C)on2)c1
    -29	0	3	4	1	.	-2	-0.3	0.7
> c1nc(N2CCC3(CC2)OCCO3)c2c3c(sc2n1)CCCC3
    15	-3	-2	-16	4	17	-8	-3.0	-3.0
> CCOc1ccccc1C1NC(=O)NC(C)=C1C(=O)OCc1ccccc1 (stereo not drawn)
    7	2	-4	-15	-3	24	-13	-2.3	-2.3
> CC(Oc1ccc(C#N)cc1)C(=O)c1ccc(F)c(F)c1 (stereo not drawn)
    15	-15	0	0	2	20	-2	1.8	-1.8
> COc1ccc(NC(=S)N2CCN(S(=O)(=O)c3ccccc3)CC2)cc1OC
    -6	4	.	-1	4	11	-10	-0.5	-2.3
> O=C(CC(C(=O)N1CCc2ccccc21)n1ccnc1)NCc1ccccc1 (stereo not drawn)
    -6	-1	2	4	5	17	2	-2.2	1.2
> Cc1nnc(NC(=O)c2ccc3c(c2)OCO3)s1
    8	11	4	-12	5	44	1	0.5	-0.7
> O=C(NCc1ccccc1)c1nccnc1CO
    20	-11	-3	6	-2	24	-7	-1.2	-0.4
> Cc1cc(C)n2nc(SCC(=O)Nc3c(C)n(C)n(-c4ccccc4)c3=O)nc2n1
    11	-7	-3	-3	2	48	-6	-2.2	-1.8
> CCOC(=O)Cc1csc(NC(=O)COc2ccc3c(C)cc(=O)oc3c2)n1
    -5	10	-2	-20	9	30	9	0.9	0.5
> O=C(CCn1c(=O)c2sccc2n(CC(=O)OCc2ccccc2)c1=O)NCc1ccco1
    8	-11	0	13	1	16	2	-2.4	-2.7
> O=C(O)C1CCN(C(=O)c2scc3c2OCCO3)CC1
    5	1	9	1	1	21	-4	-2.5	-4.7
> COc1ccc(/C=C2/SC(=S)N(c3ccc(S(=O)(=O)Nc4nccs4)cc3)C2=O)cc1
    .	3	8	-16	-10	18	-8	-1.8	-1.9
> CC1(C)Cc2ccccc2C2=C(C(=O)N3CCCCCC3)C(=O)C(=O)N21
    17	4	4	-2	2	-13	-9	-1.1	-2.7
> COc1ccc(-n2c(SCC(=O)NCC3CCCO3)nc3c([nH]c4ccccc43)c2=O)cc1OC (stereo not drawn)
    -4	-6	9	-10	10	28	-3	-1.7	-3.2
> Cc1cccc(NC(=S)NC2CC3CCC(C2)N3Cc2ccco2)c1 (stereo not drawn)
    8	3	6	-4	2	28	-12	-3.2	-2.7
> COc1cccc(N(CC(=O)NCc2ccccc2)C(=O)CCC(=O)Nc2nccs2)c1
    6	-7	-1	-21	4	19	-6	-1.8	-2.0
> O=C(/C=C/c1ccc(Cl)cc1Cl)N1CCN(c2ccccc2[N+](=O)[O-])CC1
    26	5	11	-2	-1	7	16	4.2	-0.5
> COc1cc(CNC(=O)c2cnc(C)cn2)cc(OC)c1
    23	-13	-2	-4	3	8	6	2.2	1.5
> COc1ccccc1N1CCN(Cc2nc(N)nc(Nc3ccc(C)c(Cl)c3)n2)CC1
    -4	7	4	-4	2	14	19	-1.6	-1.3
> CC1SC(=NC(=O)c2ccncc2)NC1=O (stereo not drawn)
    8	-5	-8	-11	1	42	-6	0.2	-0.7
> CCOc1ccccc1NC(=O)CSc1nnc(-c2ccccn2)n1Cc1ccco1
    25	-24	7	4	-3	19	-7	-3.1	-0.3
> COc1ccc(-c2cc(C(=O)NC3CC3)c3ccccc3n2)cc1
    16	1	7	6	4	7	-5	0.5	-1.7
> CS(=O)(=O)N(Cc1ccccc1)c1ccc(C(=O)NC2CCCCC2O)cc1 (stereo not drawn)
    19	3	0	-9	-5	-9	2	0.5	-2.0
> Cc1ccccc1-n1c(C)nnc1SCC(=O)N1CC(=O)Nc2ccccc21
    13	1	-19	-5	5	-25	-6	-2.2	-3.4
> CC(C)(O)C(O)COc1c2ccoc2cc2oc(=O)ccc12 (stereo not drawn)
    11	8	5	-4	4	20	-15	-2.5	-2.4
> Cc1ccc(CCNCc2c(C(=O)O)c(C)n(-c3ccccc3)c2C)cc1
    12	4	.	4	5	-8	-10	-2.1	-3.3
> O=S(=O)(c1ccc(F)cc1)c1nc(-c2ccco2)oc1Nc1ccccc1
    36	-2	3	-3	3	-16	6	-1.3	-2.3
> COc1ccc(NC2CCCN(C(=O)c3ccc(C(C)=O)s3)C2)cc1 (stereo not drawn)
    -1	-1	5	-4	10	15	14	-1.9	-3.4
> CC(=O)N1CCN(Cc2nc3cc(NC(=O)c4cccc(Br)c4)ccc3n2C)CC1
    .	-2	9	-2	-13	51	0	-3.0	-2.3
> Cc1ccc(Sc2oc(/C=N/n3cnnc3)cc2Br)cc1
    22	15	3	-3	3	-8	-15	-2.5	2.0

Screening results from PubChem BioAssay.
